# Source: PubChem
# M5 ag: agonists of human muscarinic M5 receptor (CHRM5). P08912. CHO-K1 hM5 cells, Fluo-8 calcium fluorescence; 0% DMSO wells, 100% maximal acetylcholine response. activation, % at 3 µM. actives 0.19% (n = 360,000);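 active = activation above the run's mean over test compounds plus 3 SD, cut at about 23% in these data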;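 note: signal is peak over basal fluorescence ratio across the kinetic read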
# CHRM5 PAM: CHRM5 positive allosteric modulation | P08912 | AID 624038 | activation, % at 3 µM | actives 0.3% (n = 360,000) | CHO-K1 hM5, Fluo-8 calcium, ACh EC20 PAM; 0% = ACh EC20, 100% = ACh EC100;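 active = activation above the run cutoff, the mean activation of all test compounds plus 3 SD, cut at about 18% in these data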
#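 System: CHO-K1 cell line with stable human muscarinic M5 receptor expression | Also added: EC20 acetylcholine as agonist stimulus | Compound: One concentration, 3 µM final (nominal) | Timing: Fluo-8 loading 80 min at 37 °C plus 30 min room temperature | Measured by: Fluo-8 calcium dye fluorescence, kinetic read | Read-out basis: % activation, ACh-normalized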
# M1 PAM: positive allosteric modulators of human M1 muscarinic receptor | P11229 | CHO-K1 hM1, Fluo-8 calcium fluorescence, ACh EC20; 0% = ACh EC20, 100% = maximal ACh | activation, % at 3 µM | actives 0.088% (n = 360,000) | AID 588819; in the data active = activation above about 19%, passing the limit was not always enough
# Target sequence (P11229 whole entry, looked up): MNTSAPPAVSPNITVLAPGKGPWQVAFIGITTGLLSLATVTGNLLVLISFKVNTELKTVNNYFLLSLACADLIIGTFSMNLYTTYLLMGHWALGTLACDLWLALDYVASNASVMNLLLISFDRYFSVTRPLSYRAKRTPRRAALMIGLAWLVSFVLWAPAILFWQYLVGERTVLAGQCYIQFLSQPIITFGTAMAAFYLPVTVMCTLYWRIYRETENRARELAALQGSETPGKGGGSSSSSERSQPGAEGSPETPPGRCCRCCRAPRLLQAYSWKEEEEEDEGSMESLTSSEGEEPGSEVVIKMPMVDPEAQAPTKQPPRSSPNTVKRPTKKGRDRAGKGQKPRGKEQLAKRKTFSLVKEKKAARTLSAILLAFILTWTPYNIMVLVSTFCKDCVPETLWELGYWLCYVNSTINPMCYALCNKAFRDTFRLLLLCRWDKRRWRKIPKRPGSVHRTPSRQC
# CHRM5 antagonist: blocks acetylcholine activation of human M5 receptor; AID 624040; P08912; CHO-hM5 cells, Fluo-8 calcium fluorescence, ACh EC80; inhibition, % at 3 µM; actives 0.59% (n = 360,000);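 active = inhibition above a per-plate cutoff, the mean of that plate's test compounds plus 3 SD, cut at about 27% in these data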;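 note: 0% = acetylcholine EC80 with DMSO and 100% = DMSO without agonist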
# CHRM1 agonist: activates human CHRM1 receptor; activation, % at 3 µM; AID 588814; CHO-K1 hM1, Fluo-8 calcium fluorescence, agonist mode; 0% DMSO, 100% acetylcholine EC100; actives 0.33% (n = 360,000); P11229;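 active = activation above the run's mean compound activation plus 3 SD, cut at about 16% in these data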;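 note: peak over basal fluorescence ratio within a 140 s kinetic read after compound addition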
# TAAR1 agonist: human TAAR1 agonism. Q96RJ0. CHO RD-HGA16 TAAR1, Fluo-8 calcium fluorescence; vehicle wells 0%, saturating PEA agonist 100%. activation, % at 3 µM. actives 0.99% (n = 360,000). AID 624467;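 active = activation above the mean activation of all test compounds in the run plus 3 SD, cut at about 38% in these data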
#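 System: CHO-derived RD-HGA16 cells with stable Gα16 and human TAAR1 / Times: 17-24 h plating, Fluo-8 75 min 37 °C, 30 min RT / Technique: calcium-sensitive Fluo-8 signal, excitation 470-495, emission 515-575 nm / Measure: % activation relative to PEA EC100 response / Benchmarks: DMSO and PEA EC100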
# M4 ag: agonists of human muscarinic M4 receptor (CHRM4). P08173. CHO-K1 hM4/Gqi5, Fluo-8 calcium fluorescence; vehicle 0%, full acetylcholine response 100%. activation, % at 3 µM. actives 0.14% (n = 360,000). AID 624127;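 active = activation above the run mean over all test wells plus 3 SD, cut at about 32% in these data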;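 note: peak over basal fluorescence ratio per well then scaled between controls; 0% = DMSO wells and 100% = acetylcholine at EC100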
# Target sequence (P08173 whole entry, looked up): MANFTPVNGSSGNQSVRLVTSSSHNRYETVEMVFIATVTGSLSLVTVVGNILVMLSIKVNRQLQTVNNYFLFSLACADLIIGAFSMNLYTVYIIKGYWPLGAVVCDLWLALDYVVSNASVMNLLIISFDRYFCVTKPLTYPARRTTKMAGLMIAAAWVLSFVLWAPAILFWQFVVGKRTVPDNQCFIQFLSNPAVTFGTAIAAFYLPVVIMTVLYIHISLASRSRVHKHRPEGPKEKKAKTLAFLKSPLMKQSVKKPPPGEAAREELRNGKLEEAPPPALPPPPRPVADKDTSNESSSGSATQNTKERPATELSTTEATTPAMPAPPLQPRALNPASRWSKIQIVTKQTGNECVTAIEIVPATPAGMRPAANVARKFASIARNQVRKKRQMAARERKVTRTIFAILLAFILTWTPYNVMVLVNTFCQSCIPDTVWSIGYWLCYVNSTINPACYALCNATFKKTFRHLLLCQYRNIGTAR
# CHRM1 antagonist: human CHRM1 antagonism. P11229. CHO-K1 hM1, Fluo-8 calcium fluorescence, ACh EC80 antagonist. inhibition, % at 3 µM. actives 1.3% (n = 360,000);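 active = percent inhibition above its own plate's cutoff, namely the mean of that plate's compound wells plus 3 SD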;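 note: peak over basal fluorescence ratio during 140 s after agonist addition; 0% = ACh EC80 plus DMSO and 100% = DMSO alone without agonist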
# M4 antag: CHRM4 antagonism in calcium assay | CHO-hM4 cells, ACh EC80, Fluo-8 calcium fluorescence | actives 0.73% (n = 360,000) | inhibition, % at 3 µM | P08173;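 active = inhibition above its plate's cutoff, the mean inhibition of sample wells plus 3 SD, cut at about 27% in these data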;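 note: 0% = acetylcholine EC80 with DMSO and 100% = DMSO without agonist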
# An asterisk follows results filed as active. The list is partial, so the mix of outcomes need not match the whole.
SMILES,M5 ag,CHRM5 PAM,M1 PAM,CHRM5 antagonist,CHRM1 agonist,TAAR1 agonist,M4 ag,CHRM1 antagonist,M4 antag
N#Cc1ccsc1NC(=O)C1CCCN1S(=O)(=O)c1cccs1 (stereo unspecified),3.8,0.9,2.9,2.3,-0.4,0.6,0.7,4.4,10.2
COC(C[C@H]1O[C@H]1C(=O)COCc1ccccc1)OC,0.3,7.2,11.1,7.5,-1.9,4.5,-0.1,-6.5,1.1
S=C(NCc1ccccc1)NNc1nc2ccccc2[nH]1,-1.3,-9.2,-0.4,15.2,-8.7,15.1,2.2,1.5,-0.2
CC1(C)CC(=O)C2=C(C1)N(c1ccccc1)C(=O)C2(O)C(F)(F)F (stereo unspecified),-0.9,0.9,1.1,-0.4,-3.3,1.2,0.1,4.7,1.2
CCn1c(-c2ccccc2Cl)nn(CC(=O)NCCc2ccccc2)c1=S,-1.4,-7.2,-0.1,6.1,-7.5,3.0,1.8,-9.0,0.0
NS(=O)(=O)c1cccc(NC(=O)/C=C/c2cccs2)c1,-3.1,2.6,6.4,12.2,-6.0,8.5,0.9,1.0,-3.7
O=C(Nc1nncs1)C1CC(=O)N(CCc2ccc(F)cc2)C1 (stereo unspecified),-4.0,2.8,9.3,-2.4,1.3,4.5,2.5,-8.6,-10.6
COc1cccc(-c2cc(C(=O)N3CCN(C(=O)c4ccco4)CC3)on2)c1,-1.8,-2.2,11.5,-0.5,0.3,2.7,4.7,-14.8,-15.0
COc1ccc(S(=O)(=O)N2CCOC2CNC(=O)C(=O)NCc2ccco2)cc1 (stereo unspecified),0.4,-0.4,2.6,-1.4,-2.6,0.7,1.2,-0.3,-4.2
CC(C)CCn1c(CN2CCN(Cc3ccccc3)CC2)nc2c1c(=O)n(C)c(=O)n2C,-3.8,1.6,1.6,0.3,-7.4,2.5,0.1,-12.7,4.3
Cc1cc(C)nc(SCc2ccc(C(=O)NN=C3C4CC5CC(C4)CC3C5)cc2)n1,-0.5,-5.9,4.0,9.6,1.7,2.1,-0.8,-2.2,0.5
CCCCCc1cc(=O)oc2c(C(CCN3CCCCC3)c3ccc(OC)cc3)c(OC)cc(OC)c12 (stereo unspecified),0.9,5.5,4.7,4.6,-2.3,30.1,4.1,0.4,7.7
CCN(CC)S(=O)(=O)c1cc(NS(=O)(=O)c2cccc(Cl)c2Cl)ccc1C,0.8,-0.6,11.8,-2.8,4.5,11.4,2.6,-7.4,-8.1
O=C(O)c1ccc(CNS(=O)(=O)c2ccc3ccccc3c2)cc1,-3.8,-3.4,9.4,8.1,-3.2,3.4,0.8,-6.0,4.5
CCCCn1cnc2cc(C)c(C)cc21,1.9,0.2,-2.4,-1.5,-6.3,0.8,1.0,-3.4,-5.9
COc1cc(/C=C/C(=O)O)cc(S(=O)(=O)Nc2cc(S(=O)(=O)N3CCCCC3)ccc2Cl)c1OC,-0.4,-1.8,4.2,0.6,-4.4,0.2,0.3,-8.2,4.4
OCC[C@H]1C[C@@H](O)[C@H](O)[C@]2(CCCCO2)O1,2.1,5.8,9.2,7.4,-0.8,4.7,1.5,-7.9,-1.5
CS(=O)c1ccccc1-c1nc(-c2ccc([N+](=O)[O-])cc2)no1 (stereo unspecified),3.8,16.8,13.1,-4.0,-3.2,2.5,1.2,-18.2,1.7
C[C@@H]1CCCCO[C@H](CN(C)C(=O)Nc2ccc(C(F)(F)F)cc2)[C@@H](C)CN([C@H](C)CO)C(=O)c2cc(NC(=O)c3ccncc3)ccc2O1,-1.1,-1.5,4.0,-0.3,-7.1,-0.6,-0.3,-9.8,-12.2
Cc1noc(-c2ccc(C(F)(F)F)cc2)c1NC(=O)Nc1ccc(Cl)cc1,-1.9,-13.6,-6.6,25.7,2.7,6.9,10.1,27.3,-4.4
CCOC(=O)C1=C(C)NC(=O)NC1c1ccc(OC(C)C(=O)O)c(OC)c1 (stereo unspecified),0.5,2.3,-0.2,3.4,0.1,-0.4,1.9,9.8,7.4
O=C1c2ccc([N+](=O)[O-])cc2NC(c2ccco2)N1/N=C/c1ccco1 (stereo unspecified),-6.2,2.1,1.7,3.6,-2.9,1.1,2.2,1.4,-0.6
O=C(O)c1ccc(C(=O)c2ccc3c(c2)C(=O)N(CCO)C3=O)cc1,2.6,4.1,-1.3,-14.9,-0.6,1.6,0.0,-15.2,-9.8
COc1ccccc1/C=N/NC(=O)c1ccccc1NS(=O)(=O)c1ccc(C)cc1,4.0,-2.6,-6.2,-1.4,-3.7,10.0,9.8,7.6,-6.0
CCOC(=O)N1CCC(NC(=O)c2ccc3c(c2)N(CC)CCS3)CC1,0.2,-0.8,2.6,-0.2,-5.8,-0.4,-0.1,-6.8,1.4

# 3 entries already listed, ordered by molar mass, largest number first:
SMILES,M5 ag,CHRM5 PAM,M1 PAM,CHRM5 antagonist,CHRM1 agonist,TAAR1 agonist,M4 ag,CHRM1 antagonist,M4 antag
COc1cc(/C=C/C(=O)O)cc(S(=O)(=O)Nc2cc(S(=O)(=O)N3CCCCC3)ccc2Cl)c1OC,-0.4,-1.8,4.2,0.6,-4.4,0.2,0.3,-8.2,4.4
CCOC(=O)N1CCC(NC(=O)c2ccc3c(c2)N(CC)CCS3)CC1,0.2,-0.8,2.6,-0.2,-5.8,-0.4,-0.1,-6.8,1.4
CCCCn1cnc2cc(C)c(C)cc21,1.9,0.2,-2.4,-1.5,-6.3,0.8,1.0,-3.4,-5.9

# Additional compounds
SMILES,M5 ag,CHRM5 PAM,M1 PAM,CHRM5 antagonist,CHRM1 agonist,TAAR1 agonist,M4 ag,CHRM1 antagonist,M4 antag
O=C1OCc2cc(NC(=O)C3CCCO3)ccc21 (stereo unspecified),1.7,-1.4,3.1,0.9,-2.8,7.6,0.2,3.9,1.6
C/C(=N/NS(=O)(=O)c1ccc(Cl)cc1)c1cccc(NC(=O)c2ccc(Cl)cc2Cl)c1,-4.6,-5.8,-11.2,1.1,-2.8,7.1,1.9,1.7,-1.4
COc1ccc(CCNC(=O)NC(C(F)(F)F)C(F)(F)F)cc1OC,0.1,3.9,2.6,5.8,-1.9,-1.1,0.3,-24.6,4.1
Cn1c(CNc2ccccc2)nc2ccccc21,-1.0,-1.0,1.8,2.0,-3.1,4.2,-0.1,1.8,6.1
Cc1cccc(N2CCN(Cc3ccc([N+](=O)[O-])o3)CC2)c1C,-5.7,8.9,5.3,-4.7,-4.5,2.4,-1.0,-14.3,-15.1
COc1ccccc1C(=O)Nc1ccc(OCc2nnc3c4ccccc4c(C)nn23)cc1,-0.4,-12.8,-3.8,-1.6,-7.5,10.9,7.0,2.9,-0.9
COc1ccc(-c2cc(C(=O)O)[nH]n2)cc1OC,-1.4,2.6,6.7,-3.9,-2.1,7.3,0.0,-24.7,-2.5
CS(=O)(=O)c1ccc(Cl)c(NC(=O)Cc2ccsc2)c1,-2.9,4.4,6.0,9.0,-1.7,0.3,-0.4,-10.8,5.2
CCn1nnnc1SCC(=O)N(C1CCCCC1)C1CCCCC1,-4.6,0.9,2.7,-5.6,1.2,4.5,3.0,-7.1,-1.4
COc1ccc2cc(C(=O)Nc3ccc(O)cc3)sc(=O)c2c1OC,-1.8,-5.5,-5.0,1.9,-5.4,3.1,5.1,-12.5,-10.8
CCc1nnc(NC(=O)CSc2nc(C3CCCCC3)nc3ccccc23)s1,2.1,-2.3,3.9,5.0,-6.3,2.8,-1.0,-3.4,7.8
Cc1cccc(-c2nc(CN3CCCC(C(=O)NC4CCCC4)C3)c(C)o2)c1 (stereo unspecified),0.2,1.2,11.2,-4.0,-6.0,15.5,2.4,-0.3,11.4
Cc1onc(-c2ccccc2)c1C(=O)NCc1ccco1,0.3,-5.1,1.1,-0.6,-2.6,2.4,0.2,1.0,-7.9
CCCC(=O)NCCc1nc2ccccc2n1C,-0.3,7.5,8.2,-5.7,-3.0,6.3,1.0,-14.8,-3.0
O=C1C2CCCN2C(c2ccco2)N1c1ccc(F)cc1 (stereo unspecified),-2.4,8.4,-4.5,-0.9,-5.8,-0.5,0.7,10.6,1.9
CC1CCCN(S(=O)(=O)c2ccc(NC(=O)Cc3ccc(S(=O)(=O)N4CCOCC4)s3)cc2)C1 (stereo unspecified),-1.4,-14.9,2.7,18.1,-0.1,3.8,3.9,3.3,0.2
Cc1ccc(/C=C(/C#N)C(=O)NC(C)c2ccccc2)o1 (stereo unspecified),0.8,-6.6,8.7,6.8,-1.7,0.9,0.6,-6.2,2.1
COc1ccc(NC(=O)CS(=O)(=O)c2ccccc2)cc1,-2.6,18.2*,2.1,-4.4,-0.2,0.0,0.8,-6.5,-9.1
CC(=O)N1CCOc2ccc(S(=O)(=O)N3CCC(C(=O)Nc4cc(C)ccc4C)CC3)cc21,-3.9,-1.1,3.2,3.7,-6.1,-0.6,2.7,-2.9,-7.9
CC(=O)Nc1ccc(NC(=O)COC(=O)c2ccccc2C(=O)c2ccccc2)cc1,3.0,4.9,12.6,-2.1,-0.2,3.5,3.7,-11.0,-5.7
O=Cc1ccc(O)c(O)c1,1.4,-5.0,2.5,1.3,-1.5,0.2,0.7,-29.3,-0.8
C/C(Nc1ccc(Cl)cc1)=C(/C#N)C(N)=O,1.9,-0.4,12.9,-7.1,-0.3,0.5,0.1,-39.2,5.6
Cc1ccc(S(=O)(=O)N2CCOCC2)cc1-c1n[nH]c(=S)n1-c1ccccc1,-0.4,-3.4,5.0,11.8,-1.9,4.5,0.0,-4.5,13.0
O=C(NCc1n[nH]c(=S)n1-c1cccc(Cl)c1)c1ccc(S(=O)(=O)N2CCCCC2)cc1,-1.4,3.5,6.1,8.5,-7.0,-4.3,0.1,-12.4,8.6
CCC(C)N(C(=O)COC(=O)c1cc([N+](=O)[O-])ccc1N)C1CCS(=O)(=O)C1 (stereo unspecified),-0.8,-9.2,-0.8,14.5,0.9,0.9,1.4,10.8,1.4
# Later entries.
SMILES,M5 ag,CHRM5 PAM,M1 PAM,CHRM5 antagonist,CHRM1 agonist,TAAR1 agonist,M4 ag,CHRM1 antagonist,M4 antag
Cc1cccc(N2CCN(C(=O)c3ccc4nc(N5CCCCC5)sc4c3)CC2)c1C,-2.1,3.8,5.3,4.7,-3.9,-1.2,0.2,-22.2,-8.3
CCCCn1c(N)c(N(CCOC)C(=O)COC(=O)COc2c(C)cccc2C)c(=O)[nH]c1=O,2.8,-4.1,-1.9,7.3,-1.7,10.2,0.0,-12.8,-6.3
Cc1cccc(N2CCN(C(=O)C3CC(=O)N(c4ccc5c(c4)OCCO5)C3)CC2C)c1 (stereo unspecified),9.7,-26.0,-17.9,0.2,2.0,17.1,28.2,29.9*,-10.6
CC(=O)NC(Cc1ccc(F)cc1)C(=O)NC1CCN(S(=O)(=O)c2ccccc2)CC1 (stereo unspecified),0.2,-0.4,-4.7,16.6,-6.0,2.1,0.3,8.2,6.8
CCn1cc(CCC(=O)NCc2ccc(F)cc2)c2ccccc21,-4.3,-3.1,1.1,4.3,-8.0,-3.5,2.0,-6.5,0.1
O=[N+]([O-])c1ccc(-n2cnc3ccccc32)c([N+](=O)[O-])c1,-5.4,-4.0,-6.2,2.3,-8.3,6.7,0.4,12.9,-1.8
